Screening data deposited in PubChem by several laboratories.
hcDAF12 agonist = activators of H. contortus DAF-12 nuclear receptor. HEK293 hcDAF-12 lit1-tk-luc reporter, luminescence; 0% DMSO, 100% Δ7-dafachronic acid. activation, % at 6.8 µM. 1.4% of 370,000 active;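 active = activation above the mean of all tested compounds plus 3 SD, cut at about 5.5% in these data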;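 note: 100% = response to 3 µM Δ7-dafachronic acid high control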
PG9 binder = small molecules binding HIV-1 gp120 antibody PG9; TR-FRET gp120-PG9 antibody binding; inhibition, % at 6.7 µM; 0.43% of 360,000 active; in the data active = inhibition above about 8.5%
NPR1 activator = GC-A (human) enzyme activation | P16066 | HEK293 GC-A cells, cGMP TR-FRET, EC30 ANP; 0% at EC30 ANP, 100% saturating ANP | activation, % at 10 µM | 0.14% of 370,000 active | AID 1671463; in the data active = activation above about 40%
DAX1 inh-1 = inhibitors of human orphan nuclear receptor DAX1 (NR0B1) | inhibition, % at 6.75 µM | 0.99% of 340,000 active | AID 504766 | HEK293 Gal4-DAX1 luciferase reporter, luminescence | P51843;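 active = inhibition above the mean over all tested compounds plus 3 SD, cut at about 4.2% in these data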;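 note: 0% = DAX1-transfected cells with DMSO and 100% = empty-vector control cells with DMSO; inhibition shows as a rise in luminescence from relieved DAX1 repression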
Target sequence (P51843 207-470 limits assumed): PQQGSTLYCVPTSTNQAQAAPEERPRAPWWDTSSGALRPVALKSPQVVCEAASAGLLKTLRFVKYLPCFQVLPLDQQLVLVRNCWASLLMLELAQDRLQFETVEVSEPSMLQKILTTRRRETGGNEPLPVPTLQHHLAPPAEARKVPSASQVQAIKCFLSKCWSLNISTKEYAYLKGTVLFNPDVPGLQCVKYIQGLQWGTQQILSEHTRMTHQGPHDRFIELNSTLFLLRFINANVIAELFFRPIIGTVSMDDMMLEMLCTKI
ADAM17 inh = inhibits human ADAM17. P78536. recombinant ADAM17, EDANS/DABCYL FRET peptide cleavage. inhibition, % at 6.95 µM. 0.83% of 370,000 active;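 active = inhibition above the mean of compounds lying between control limits plus 3 SD, set per campaign, cut at about 8.5% in these data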;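 note: 0% = DMSO-only wells as the low control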
Target sequence (P78536 215-824 limits assumed): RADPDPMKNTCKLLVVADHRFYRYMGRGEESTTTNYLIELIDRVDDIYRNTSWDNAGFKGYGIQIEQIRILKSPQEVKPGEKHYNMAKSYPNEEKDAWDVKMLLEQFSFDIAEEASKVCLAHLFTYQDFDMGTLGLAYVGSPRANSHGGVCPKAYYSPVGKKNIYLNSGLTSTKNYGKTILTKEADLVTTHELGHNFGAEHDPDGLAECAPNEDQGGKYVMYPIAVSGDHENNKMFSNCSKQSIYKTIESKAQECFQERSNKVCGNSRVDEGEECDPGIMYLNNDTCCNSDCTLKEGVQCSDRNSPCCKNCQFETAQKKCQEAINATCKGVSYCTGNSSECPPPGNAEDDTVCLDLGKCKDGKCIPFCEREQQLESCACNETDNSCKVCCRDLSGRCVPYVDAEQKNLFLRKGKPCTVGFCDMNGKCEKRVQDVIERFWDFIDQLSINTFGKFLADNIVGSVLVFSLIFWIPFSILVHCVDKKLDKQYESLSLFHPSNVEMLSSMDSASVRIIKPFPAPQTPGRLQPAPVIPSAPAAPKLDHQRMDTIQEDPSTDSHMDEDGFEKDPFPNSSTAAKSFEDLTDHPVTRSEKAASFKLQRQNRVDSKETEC
ADAM10 inh = inhibitors of human ADAM10; 0.62% of 370,000 active; inhibition, % at 7 µM; O14672; recombinant ADAM10, EDANS/DABCYL FRET peptide cleavage, 3 h;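 active = inhibition above a per-campaign cutoff equal to the mean of compounds falling between control-based bounds plus 3 SD, cut at about 20% in these data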;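 note: 0% = DMSO wells while the 100% control is not disclosed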
DAX1 inh-2 = inhibitors of DAX1 repression of SF-1 activated StAR promoter; 1.1% of 370,000 active; AID 652010; HEK293T StAR-luciferase reporter, SF-1/DAX-1 repression relief; inhibition, % at 6.8 µM;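 active = inhibition above the mean over all tested compounds plus 3 SD, cut at about 3.6% in these data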;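 note: 0% = DAX-1 cells with DMSO and 100% = cells lacking DAX-1 with DMSO; higher inhibition means more luminescence from relief of DAX-1 repression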
SMARCA2 activ = SMARCA2 function activation, primary screen | MG213 cells, MMTV-luciferase reporter, dexamethasone, overnight | activation, % at 9.1 µM | 1% of 370,000 active; in the data active = activation above about 7.8%;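 note: 0% = vehicle wells and 100% = reference activator wells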
FXN GAA850 act = frataxin GAA850 promoter activation. HEK293 lucGAA850 FXN promoter luciferase reporter, 24 h; percent of 10 µM SAHA response. activation, % at 6 µM. 0.56% of 360,000 active;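 active = activation above the average of all compounds screened plus 3 SD, cutoff fixed separately per campaign, cut at about 7.5% in these data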;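 note: 0% = DMSO wells and 100% = 10 µM SAHA wells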
hgDAF12 agonist = activates the H. glycines DAF-12 receptor ligand-binding domain; 1.8% of 370,000 active; activation, % at 6.8 µM; HEK293 GAL4-hgDAF12 UAS-luciferase reporter, agonist luminescence; normalized to butyrate control;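 active = activation above a cutoff set at the mean of all screened compounds plus 3 SD, cut at about 10% in these data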;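 note: 0% = DMSO wells and 100% = sodium butyrate wells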
ssDAF-12 act = S. stercoralis DAF-12 activation, primary screen; HEK293 ssDAF-12/GRIP1 lit1-tk-luc reporter, luminescence; % of 3 µM dafachronic acid response; activation, % at 6.8 µM; 1% of 370,000 active;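 active = activation above the mean over all tested compounds plus 3 SD, cut at about 0.9% in these data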;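 note: 0% = DMSO-only wells and 100% = 3 µM delta7-dafachronic acid wells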
Numbers without * were called inactive; / = not tested or not shown.

SMILES	hcDAF12 agonist	PG9 binder	NPR1 activator	DAX1 inh-1	ADAM17 inh	ADAM10 inh	DAX1 inh-2	SMARCA2 activ	FXN GAA850 act	hgDAF12 agonist	ssDAF-12 act
COc1ccc(CC(=O)OCC(=O)NCc2ccc(Cl)cc2)cc1	0.4	0.1	-2	-0.8	-3	-7	0.5	-3	3.4	-2.0	-1.8
COc1ccc(C(CNC(=O)c2cccc(NC(=O)c3cccs3)c2)N2CCCC2)cc1 (stereo not drawn)	1.1	0.5	-20	0.9	-3	-13	4.5*	2	-0.4	1.7	-0.7
COC(=O)c1ccc(NC(=O)CCS(=O)(=O)c2ccc(C)cc2)cc1	0.4	0.4	0	0.2	-4	-6	-0.4	-2	-0.3	0.3	-1.3
O=C(CSc1nnc(-c2ccc(O)cc2)o1)NNC(=O)c1ccncc1	-0.2	0.1	-6	-1.3	-3	-1	-0.4	-4	1.1	0.5	-0.9
Cc1ccc(C)c(N2CCN(CC(=O)Nc3ccc([N+](=O)[O-])cc3C(=O)Nc3ccccc3F)CC2)c1	-0.7	0.8	0	1.1	-4	-2	0.2	-3	-4.0	0.5	-0.5
Fc1ccccc1OCC1CCCN(Cc2nc(CC3CC3)no2)C1 (stereo not drawn)	-1.8	-0.6	0	-0.1	-1	4	0.4	2	0.0	-0.5	-0.3
NS(=O)(=O)c1ccc(CCNC(=O)COC(=O)CCSc2ccc(Cl)cc2)cc1	1.5	-1.0	0	0.6	1	4	-0.7	2	0.5	0.5	-0.2
O=C(NCCN1CCN(C(=O)c2cccc([N+](=O)[O-])c2)CC1)C(=O)NCc1ccc(Cl)cc1	-1.5	-1.8	-3	-0.6	-1	4	-1.9	-1	0.5	-2.1	-1.6

A draw from above in order of heavy-atom count, rising:
SMILES	hcDAF12 agonist	PG9 binder	NPR1 activator	DAX1 inh-1	ADAM17 inh	ADAM10 inh	DAX1 inh-2	SMARCA2 activ	FXN GAA850 act	hgDAF12 agonist	ssDAF-12 act
Fc1ccccc1OCC1CCCN(Cc2nc(CC3CC3)no2)C1 (stereo not drawn)	-1.8	-0.6	0	-0.1	-1	4	0.4	2	0.0	-0.5	-0.3
O=C(CSc1nnc(-c2ccc(O)cc2)o1)NNC(=O)c1ccncc1	-0.2	0.1	-6	-1.3	-3	-1	-0.4	-4	1.1	0.5	-0.9
O=C(NCCN1CCN(C(=O)c2cccc([N+](=O)[O-])c2)CC1)C(=O)NCc1ccc(Cl)cc1	-1.5	-1.8	-3	-0.6	-1	4	-1.9	-1	0.5	-2.1	-1.6

Next part:
SMILES	hcDAF12 agonist	PG9 binder	NPR1 activator	DAX1 inh-1	ADAM17 inh	ADAM10 inh	DAX1 inh-2	SMARCA2 activ	FXN GAA850 act	hgDAF12 agonist	ssDAF-12 act
Oc1cccc2ccc[n+](CC(O)Cn3c4ccccc4c4ccccc43)c12 (stereo not drawn)	-2.2	-5.1	-5	-1.2	0	10	0.0	-1	-1.2	-2.2	-2.3
Cc1ccc(-c2cc(C(=O)N/N=C/c3ccc([N+](=O)[O-])o3)c3ccccc3n2)o1	0.7	-5.5	-2	-1.3	-86	-270	-5.0	3	6.3	-1.4	0.0
O=C(COC(=O)c1ccccc1C(=O)c1ccc(Cl)cc1)NCc1ccccc1	-2.3	-2.1	-4	-0.8	1	4	0.1	0	-2.1	2.2	-1.5
COc1ccc(C(=O)NCC(c2ccc(F)cc2)N2CCOCC2)cc1S(=O)(=O)N1CCCC1 (stereo not drawn)	0.2	0.1	4	0.0	-2	5	0.9	-2	1.2	0.0	-1.0
CC(=O)c1c(N2CCN(Cc3ccccc3)CC2)nc(=S)n(Cc2ccccc2)c1C	-0.5	1.2	3	0.1	-18	-53	-1.0	-3	0.7	-2.5	-1.9
COC(=O)c1c(NC(C)=O)sc(C(=O)Nc2ccccc2OC)c1C	0.0	1.5	8	-0.6	-1	-2	-0.5	2	1.8	-3.2	-1.1
CCn1cc(CNC(=O)C2CCC(=O)N(CCc3cccc(F)c3)C2)cn1 (stereo not drawn)	2.0	-0.4	2	1.6	0	2	-0.8	-2	1.0	0.3	-1.4
COc1ccc(C(=O)Nc2ccc3nc4n(c(=O)c3c2)CCCCC4)cc1OC	-1.3	-1.4	1	-0.3	-2	-5	-0.2	-1	1.3	-2.6	0.0

Already shown: entries from further up.
SMILES	hcDAF12 agonist	PG9 binder	NPR1 activator	DAX1 inh-1	ADAM17 inh	ADAM10 inh	DAX1 inh-2	SMARCA2 activ	FXN GAA850 act	hgDAF12 agonist	ssDAF-12 act
COC(=O)c1ccc(NC(=O)CCS(=O)(=O)c2ccc(C)cc2)cc1	0.4	0.4	0	0.2	-4	-6	-0.4	-2	-0.3	0.3	-1.3
O=C(CSc1nnc(-c2ccc(O)cc2)o1)NNC(=O)c1ccncc1	-0.2	0.1	-6	-1.3	-3	-1	-0.4	-4	1.1	0.5	-0.9
Cc1ccc(C)c(N2CCN(CC(=O)Nc3ccc([N+](=O)[O-])cc3C(=O)Nc3ccccc3F)CC2)c1	-0.7	0.8	0	1.1	-4	-2	0.2	-3	-4.0	0.5	-0.5
Fc1ccccc1OCC1CCCN(Cc2nc(CC3CC3)no2)C1 (stereo not drawn)	-1.8	-0.6	0	-0.1	-1	4	0.4	2	0.0	-0.5	-0.3
NS(=O)(=O)c1ccc(CCNC(=O)COC(=O)CCSc2ccc(Cl)cc2)cc1	1.5	-1.0	0	0.6	1	4	-0.7	2	0.5	0.5	-0.2
O=C(NCCN1CCN(C(=O)c2cccc([N+](=O)[O-])c2)CC1)C(=O)NCc1ccc(Cl)cc1	-1.5	-1.8	-3	-0.6	-1	4	-1.9	-1	0.5	-2.1	-1.6
Oc1cccc2ccc[n+](CC(O)Cn3c4ccccc4c4ccccc43)c12 (stereo not drawn)	-2.2	-5.1	-5	-1.2	0	10	0.0	-1	-1.2	-2.2	-2.3
Cc1ccc(-c2cc(C(=O)N/N=C/c3ccc([N+](=O)[O-])o3)c3ccccc3n2)o1	0.7	-5.5	-2	-1.3	-86	-270	-5.0	3	6.3	-1.4	0.0
O=C(COC(=O)c1ccccc1C(=O)c1ccc(Cl)cc1)NCc1ccccc1	-2.3	-2.1	-4	-0.8	1	4	0.1	0	-2.1	2.2	-1.5
COc1ccc(C(=O)NCC(c2ccc(F)cc2)N2CCOCC2)cc1S(=O)(=O)N1CCCC1 (stereo not drawn)	0.2	0.1	4	0.0	-2	5	0.9	-2	1.2	0.0	-1.0
CC(=O)c1c(N2CCN(Cc3ccccc3)CC2)nc(=S)n(Cc2ccccc2)c1C	-0.5	1.2	3	0.1	-18	-53	-1.0	-3	0.7	-2.5	-1.9

More results
SMILES	hcDAF12 agonist	PG9 binder	NPR1 activator	DAX1 inh-1	ADAM17 inh	ADAM10 inh	DAX1 inh-2	SMARCA2 activ	FXN GAA850 act	hgDAF12 agonist	ssDAF-12 act
Cc1ccc(C(=O)Nc2cccc(C(=O)NCc3ccccc3)c2)o1	-1.8	-0.1	0	-1.5	3	2	-0.3	-1	-1.0	-4.5	-1.3
COc1ccc(Nc2nnc(-c3ccc(N4CCOCC4)c([N+](=O)[O-])c3)c3ccccc23)cc1	-3.1	2.3	2	-1.4	-2	4	-0.1	-5	0.3	-0.6	-1.6
O=C(Nc1ccc(Cl)cc1)Nn1cnnc1	1.4	-2.3	-1	3.6	2	1	0.1	3	1.6	-1.5	-1.4
CCOCCCNC(=O)CCC(=O)NNc1nc2ccccc2c2nc(C)nn12	0.1	-1.6	0	-0.3	1	-2	0.0	-3	-0.4	-2.3	-1.2
CC1Cc2ccccc2N1C(=O)Cn1cnc2ccccc2c1=O (stereo not drawn)	-1.0	0.1	2	-0.7	-6	0	0.7	0	3.1	-1.1	-1.0
COc1ccccc1CN(C)C(=O)c1cc(-c2cc(OC)c(OC)c(OC)c2)nc2ccccc12	-4.2	-2.3	0	-3.5	-63	-169	-1.5	-6	-7.3	-6.0	-0.9
COc1ccc(OC)c(N/C(=N/C(=S)Nc2ccccc2)Nc2nc(C)cc(C)n2)c1	-2.0	0.2	-3	/	-1	1	-0.3	0	1.6	-1.3	-1.8

Outcome played no part in choosing rows (roughly 6.8% active in at least one column).
